MCF10A rerep = A quantitative high throughput screen for small molecules that induce DNA re-replication in MCF 10a normal breast cells; MCF 10A DNA re-replication, Hoechst nuclear intensity, 48 h; Potency, µM (series often up to 46.1 µM), for inactives: at the top dose activity, positive = re-replication, actives largely listed as activators; 350,000 compounds, 2.9% hits; also: potency is read from the fitted curve at half-maximal effect; % of control where 0% means no effect; nearly all actives have a fitted effect of over 50% in size
HT1080 IDH1KD tx = qHTS for induction of synthetic lethality in tumor cells producing 2HG: qHTS for the HT-1080-IDH1KD cell line. HT-1080 IDH1 knockdown viability, ATP luminescence, 48 h. Potency, µM (series often up to 46.1 µM), inactives show top-dose activity, negative = toxicity, actives largely listed as cytotoxic. 360,000 compounds, 2% hits. AID 686971, 2013;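 also: potency is read from the fitted curve at half-maximal effect; 0% = DMSO wells and -100% = cell-free medium wells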
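HT-1080-IDH1KD cells (IDH1 knocked down), 750/well in RPMI with 5% FBS, treated with compound 48 h at 37 degrees C. Viability by CellTiter-Glo luminescence, normalised to DMSO and no-cell wells; concentration-response curves classed.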
SW480 rerep = A quantitative high throughput screen for small molecules that induce DNA re-replication in SW480 colon adenocarcinoma cells; SW480 DNA re-replication, Hoechst DNA content imaging, 48 h; Potency, µM (highest dose often 46.1 µM), for inactives: top-dose re-replication activation, hits mostly activators; 340,000 compounds, 1.8% hits; AID 624297, 2012; also: potency is read from the fitted curve at half-maximal effect; % of control where 0% means no effect; nearly all actives have a fitted effect of over 55% in size
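Hoechst fluorescence of nuclei (405 nm excitation, 500-530 nm emission) measured by plate-scanning imager after 48 hr compound exposure at 37 C; re-replication scored as increased number of nuclei with elevated intensity.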
ATXN2 expr inh = Primary qHTS for Inhibitors of ATXN expression; Potency, µM (series often up to 57 µM), without a hit: at the top dose activity change, negative = inhibition, hits mostly inhibitors; AID 1745845, 2022; HEK-293 ATXN2-luciferase reporter, luminescence, 24 h; 360,000 compounds, 0.72% hits; also: potency is read from the fitted curve at half-maximal effect; % is scaled to controls: 0 for no effect and ±100 for the full control effect; nearly all actives have a fitted effect of over 55% in size
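ATXN2-luciferase reporter cells (luciferase flanked by upstream and downstream ATXN2 gene portions) were treated 24 h at 37 °C with compounds at up to 57 uM. SteadyGlo luminescence gave expression; GF-AFC fluorescence gave viability.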
IL1B secr inh = qHTS for Inhibitors of Inflammasome Signaling: IL-1-beta AlphaLISA Primary Screen; 360,000 compounds, 4.7% hits; AID 743279, 2014; activity change, % at 57.5 µM; THP-1 LPS/ATP IL-1B secretion, AlphaLISA, 16 h; hits give low values; in the data active = activity change below about -50%; inconclusive = mostly about -30% to -49%; also: % is scaled to controls: 0 for no effect and ±100 for the full control effect
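THP-1 cells pretreated 1 hr with compounds (up to 57.5 uM final), then stimulated with LPS (250 ng/mL final) plus ATP (1.25 mM final); secreted IL-1B measured by AlphaLISA after 16 hr, decreased signal indicating inhibition.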
HT1080NT lethal = qHTS for induction of synthetic lethality in tumor cells producing 2HG: qHTS for the HT-1080-NT fibrosarcoma cell line; 360,000 compounds, 1.6% hits; Potency, µM (doses to about 46.1 µM), for inactives: at the highest dose activity, negative = less viability, usual class: cytotoxic; AID 686970, 2013; HT-1080-NT fibrosarcoma viability, CellTiter-Glo ATP luminescence, 48 h;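 also: NT is the 2HG producing partner of a matched IDH1 knockdown line; potency is read from the fitted curve at half-maximal effect; 0% = DMSO-treated cells and -100% = media-only wells without cells; nearly all actives have a fitted effect of over 55% in size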
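Luminescent CellTiter-Glo readout after 48 hours of compound exposure at 37 degrees C defined viability of HT-1080-NT cells. Activity was normalized to DMSO wells and cell-free media wells; concentration-response curves were fitted and assigned curve classes.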
KB-V1 cytotox = qHTS assay for MDR1-selective chemotherapeutics: Primary screen using the drug-selected MDR subline cells KB-V1; KB-V1 MDR cells viability, CellTiter-Glo, 72 h; Potency, µM (series often up to 46.1 µM), for the others: at the top dose activity change, negative = cytotoxicity, hits mostly cytotoxic; 400,000 compounds, 3.4% hits; AID 1347076, 2019; also: potency is read from the fitted curve at half-maximal effect; % is scaled to controls: 0 for no effect and ±100 for the full control effect; nearly all actives have a fitted effect of over 60% in size
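Cytotoxicity via CellTiter-Glo luminescence after 72 h compound exposure at 37 degrees C. Cells: drug-selected KB-V1 line, DMEM phenol-red free plus 10% FBS. Compounds tested at multiple concentrations; normalized data fitted to concentration-effect curves.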
ATXN viability = Viability Counterscreen for Primary qHTS for Inhibitors of ATXN expression; S2 cells (HEK-293 line with an ATXN2-luciferase reporter) viability, CellTiter-Fluor protease fluorescence, 24 h; Potency, µM (doses to about 56.7 µM), hits mostly cytotoxic; 400,000 compounds, 0.49% hits; AID 651635, 2014; also: potency is read from the fitted curve at half-maximal effect; nearly all actives have a fitted effect of over 40% in size
KB-3-1 cytotox = qHTS assay for MDR1-selective chemotherapeutics: Primary screen using the parental adenocarcinoma cell KB-3-1. 400,000 compounds, 1.4% hits. KB-3-1 viability, CellTiter-Glo ATP luminescence, 72 h. Potency, µM (doses to about 46.1 µM), for inactives: at the highest dose activity change, negative = cytotoxic, usual class: cytotoxic; also: potency is read from the fitted curve at half-maximal effect; % is scaled to controls: 0 for no effect and ±100 for the full control effect; nearly all actives have a fitted effect of over 60% in size
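Cytotoxicity measured as CellTiter-Glo luminescence after 72 h at 37 C. Compound titrations were pinned onto drug-naive KB-3-1 parental adenocarcinoma cells grown in DMEM with 10% FBS, and normalized data fitted to concentration-response curves.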
* = called active by the depositor; [ ] = dose if it differs, or a comment. Unless noted, calls follow the shape of the dose curve; as a rule, active = well fitted curve in the direction sought with a large enough effect; inconclusive = small, poorly fitted or top-dose-only effect, or another doubt; inactive = no such curve, though single readings can be large; an effect the other way counts as inactive or inconclusive.

Cc1c(NC(=O)CSc2nnnn2-c2ccc(O)cc2)c(=O)n(-c2ccccc2)n1C was read as MCF10A rerep -0.3%, HT1080 IDH1KD tx 8.6%, SW480 rerep -7.5%, IL1B secr inh 9.6, HT1080NT lethal 15.6%, KB-V1 cytotox 13.3% and KB-3-1 cytotox -6.3%.
Screening COc1ccc(C(=O)Nc2nc3ccc(S(=O)(=O)N4CCCC4)cc3s2)cc1 returned ATXN2 expr inh -4.6%, KB-V1 cytotox inconclusive, ATXN viability inactive and KB-3-1 cytotox 7.1%.
Screening CN(C)c1ccc(N2C(=O)CC(c3ccccc3)CC2=O)cc1 returned MCF10A rerep -1.2%, HT1080 IDH1KD tx 15.5%, SW480 rerep -7.5%, ATXN2 expr inh 9.5%, IL1B secr inh -17.2, HT1080NT lethal 20.7%, KB-V1 cytotox 13.5%, ATXN viability inconclusive and KB-3-1 cytotox 11.7%.
`CC1CCCN(C(=O)CCS(=O)(=O)Cc2ccccc2)C1` (centres undefined) gave MCF10A rerep 3.3%, HT1080 IDH1KD tx 1.5%, SW480 rerep 3.1%, ATXN2 expr inh 9.9%, IL1B secr inh 0.4, HT1080NT lethal 15.1%, KB-V1 cytotox inconclusive, ATXN viability inactive and KB-3-1 cytotox 1.4%.
Screening Cc1ccc(S(=O)(=O)Nc2ccccc2F)cc1C(=O)NCc1ccco1 returned MCF10A rerep -3.1%, HT1080 IDH1KD tx -2.8%, SW480 rerep -0.7%, ATXN2 expr inh -10.1%, IL1B secr inh -1.6, HT1080NT lethal -0.6%, KB-V1 cytotox -22.0%, ATXN viability inactive and KB-3-1 cytotox -7.5%.
CSc1ccc(CN2CCC2(C)C(=O)NCc2cccs2)cc1 (centres undefined) was read as HT1080 IDH1KD tx -15.4%, ATXN2 expr inh -10.0%, IL1B secr inh 0.0, HT1080NT lethal 15.1%, KB-V1 cytotox -1.9%, ATXN viability inactive and KB-3-1 cytotox 0.0%.
`COC(=O)Nc1csc2c1NC(=O)CCCC2` gave MCF10A rerep inconclusive, HT1080 IDH1KD tx 20.6%, SW480 rerep -5.4%, ATXN2 expr inh -9.4%, IL1B secr inh inconclusive, HT1080NT lethal 12.0%, KB-V1 cytotox -10.0%, ATXN viability inactive and KB-3-1 cytotox 2.2%.
Screening O=C(NCCN1CCOCC1)c1ccccc1Cl returned MCF10A rerep -1.8%, HT1080 IDH1KD tx 0.7%, SW480 rerep inconclusive, ATXN2 expr inh 12.1%, IL1B secr inh 13.6, HT1080NT lethal 5.5%, KB-V1 cytotox 0.0%, ATXN viability inactive and KB-3-1 cytotox -7.6%.
COc1cccc(CNCCSc2nnnn2C)c1OC was read as MCF10A rerep -0.2%, HT1080 IDH1KD tx -3.2%, SW480 rerep 1.3%, ATXN2 expr inh 8.0%, IL1B secr inh 9.0, HT1080NT lethal -16.1%, KB-V1 cytotox -13.9%, ATXN viability inactive and KB-3-1 cytotox 6.6%.
`O=S(=O)(NCc1ccccc1Br)c1cccs1` gave MCF10A rerep 1.9%, HT1080 IDH1KD tx -18.1%, SW480 rerep -2.3%, ATXN2 expr inh 1.7%, IL1B secr inh -4.0, HT1080NT lethal 3.4%, KB-V1 cytotox 4.4%, ATXN viability inactive and KB-3-1 cytotox -1.0%.
Screening O=C(CC1CCCCC1)NCc1ccccc1Cl returned MCF10A rerep -12.3%, HT1080 IDH1KD tx -7.3%, SW480 rerep 2.3%, ATXN2 expr inh 29.3%, IL1B secr inh 39.0, HT1080NT lethal 1.3%, KB-V1 cytotox 0.1%, ATXN viability inactive and KB-3-1 cytotox -10.9%.
For COCCn1c(SCC(=O)Nc2ccc(F)cc2F)nc2c([nH]c3ccccc32)c1=O the results were MCF10A rerep -11.3%, HT1080 IDH1KD tx 5.9%, SW480 rerep inconclusive, ATXN2 expr inh 3.0%, IL1B secr inh inactive, HT1080NT lethal -4.6%, KB-V1 cytotox inconclusive, ATXN viability inactive and KB-3-1 cytotox -5.8%.
`CCC(C)[C@H](NC(=O)NCc1cccc(OC)c1)C(=O)OC` (some centres undefined) gave MCF10A rerep -1.9%, HT1080 IDH1KD tx 4.7%, SW480 rerep -1.9%[9.22 µM], ATXN2 expr inh -0.1%, IL1B secr inh 19.7, HT1080NT lethal 0.3%, KB-V1 cytotox 6.3%, ATXN viability inactive and KB-3-1 cytotox 12.7%.
For CCCOc1cccc(C(=O)Nc2nnn(CCC)n2)c1 the results were MCF10A rerep 0.5%, HT1080 IDH1KD tx -1.2%, SW480 rerep 3.0%, ATXN2 expr inh 43.7%[activator], IL1B secr inh -15.2, HT1080NT lethal -8.9%, KB-V1 cytotox -1.4%, ATXN viability inactive and KB-3-1 cytotox 0.0%.
COc1ccc(NC(=O)CN2CCN(S(=O)(=O)c3ccc(Br)cc3)CC2)c(OC)c1 was read as MCF10A rerep 18.2%, HT1080 IDH1KD tx 6.0%, SW480 rerep -1.0%, ATXN2 expr inh 6.5%, IL1B secr inh 102.2, HT1080NT lethal 6.9%, KB-V1 cytotox -5.7%, ATXN viability inactive and KB-3-1 cytotox 5.0%.
For CCOC(=O)C1CCN(C(=O)c2ccc3c(c2)sc2nc(-c4ccc(OCC)cc4)cn23)CC1 the results were ATXN2 expr inh -23.8%, KB-V1 cytotox inconclusive, ATXN viability inactive and KB-3-1 cytotox 2.2%.
Screening O=C(CN1C(=O)C2CC=CCC2C1=O)Nc1ccc(F)cc1F (centres undefined) returned MCF10A rerep 12.5%, HT1080 IDH1KD tx -0.8%, SW480 rerep -6.9%, ATXN2 expr inh 1.7%, IL1B secr inh 0.0, HT1080NT lethal -0.7%, KB-V1 cytotox -8.6%, ATXN viability inactive and KB-3-1 cytotox 9.0%.
`Cc1oc(-c2ccc(Cl)cc2)nc1CS(=O)CC(=O)NCCN1CCCC1` (centres undefined) gave MCF10A rerep 13.0%, HT1080 IDH1KD tx -0.9%, SW480 rerep -0.6%, ATXN2 expr inh -10.9%, IL1B secr inh -13.9, HT1080NT lethal 9.8%, KB-V1 cytotox -15.6%, ATXN viability inactive and KB-3-1 cytotox 1.0%.
Screening COCCNC(=O)Cn1cc(S(=O)(=O)N2CCN(c3ccccc3F)CC2)c2ccccc2c1=O returned MCF10A rerep -13.1%, HT1080 IDH1KD tx 1.1%, SW480 rerep -13.9%, ATXN2 expr inh -15.5%, IL1B secr inh -6.0, HT1080NT lethal 26.6%, KB-V1 cytotox -8.2%, ATXN viability inactive and KB-3-1 cytotox -6.7%.
CCO[C@@H]1OC(C(=O)NCc2nc3ccccc3[nH]2)=C[C@H](C2CC2)[C@H]1CCCO was read as MCF10A rerep inconclusive, HT1080 IDH1KD tx inconclusive, SW480 rerep inconclusive, ATXN2 expr inh -5.2%, IL1B secr inh 18.2, HT1080NT lethal 18.4µM*, KB-V1 cytotox 14.4%, ATXN viability inconclusive and KB-3-1 cytotox 5.17µM*.
For CCOC(=O)C1=C(CN2CCN(c3ccc(Cl)cc3)CC2)NC(=O)NC1c1ccc(F)cc1 (centres undefined) the results were ATXN2 expr inh 6.1%, KB-V1 cytotox inconclusive, ATXN viability inactive and KB-3-1 cytotox inconclusive.
O=C(c1cc(-c2ccc(Cl)c(Cl)c2)on1)N1CCCCCC1 was read as MCF10A rerep -20.0%, HT1080 IDH1KD tx 4.4%, SW480 rerep -15.4%, ATXN2 expr inh 63.7%[activator], IL1B secr inh -7.9, HT1080NT lethal 0.8%, KB-V1 cytotox inconclusive, ATXN viability inactive and KB-3-1 cytotox -4.9%.
O=S(=O)(NCc1ccc2c(c1)OCO2)c1cccc2nsnc12 was read as MCF10A rerep 0.1%, HT1080 IDH1KD tx 2.0%, SW480 rerep -15.8%, ATXN2 expr inh -3.9%, IL1B secr inh 7.6, HT1080NT lethal -4.7%, KB-V1 cytotox 14.4%, ATXN viability inactive and KB-3-1 cytotox 0.0%.
Screening Clc1cc(Cl)cc(Nc2ncnc(-n3cccc3)n2)c1 returned MCF10A rerep 18.5%, HT1080 IDH1KD tx -23.8%, SW480 rerep 17.1%, ATXN2 expr inh -1.7%, IL1B secr inh 20.9, HT1080NT lethal -23.7%, KB-V1 cytotox -2.2%, ATXN viability inactive and KB-3-1 cytotox -14.1%.
`Cc1cc(C)nc(N(C#N)S(=O)(=O)c2ccccc2)n1` gave MCF10A rerep 0.8%, HT1080 IDH1KD tx 5.8%[9.24 µM], SW480 rerep -0.8%, ATXN2 expr inh 5.0%, IL1B secr inh 6.7, HT1080NT lethal 8.0%, KB-V1 cytotox -2.2%, ATXN viability inactive and KB-3-1 cytotox 23.7%.
For COc1ccc(/C(O)=C2/C(=O)C(=O)N(CCCC(=O)O)C2c2ccc(OC)c(OC)c2)cc1 (centres undefined) the results were MCF10A rerep -4.0%, HT1080 IDH1KD tx 7.7%, SW480 rerep -4.4%, ATXN2 expr inh -2.8%, IL1B secr inh 5.8, HT1080NT lethal 13.4%, KB-V1 cytotox inconclusive, ATXN viability inactive and KB-3-1 cytotox -4.2%.
For COc1ccc(-c2nnc(SCC(=O)NCCc3ccccc3)nc2-c2ccc(OC)cc2)cc1 the results were ATXN2 expr inh 4.5%, KB-V1 cytotox inconclusive, ATXN viability inconclusive and KB-3-1 cytotox 8.6%.

Screening data deposited in PubChem by National Center for Advancing Translational Sciences (NCATS).
